High-throughput results deposited in PubChem BioAssay by National Center for Advancing Translational Sciences (NCATS).
EPAC1 ag: agonists of human EPAC1 | Potency, µM (top dose mostly 154 µM), for inactives: at the highest dose activation, most hits filed as activators | EPAC1 agonist qHTS, biochemical assay; response scale: 100% = response to 6.5 mM cAMP | O95398 | 0.073% of 360,000 active; further: potency means the concentration at half of the fitted maximal effect; nearly all actives have a fitted effect of over 60% in size
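Multi-concentration qHTS readout: loss of Rap1B-bound BODIPY-GDP fluorescence driven by 100 nM EPAC1 with excess GDP (50 uM), monitored kinetically at room temperature; agonist response expressed relative to 6.5 mM cAMP.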
EPAC1 antagonist: EPAC1 (human) antagonism; EPAC1 GEF assay, Rap1b-BODIPY-GDP exchange fluorescence; Potency, µM (doses to about 115 µM), inactives show at the highest dose activity change, negative = inhibition, hits mostly inhibitors; 0.14% of 360,000 active; AID 720709;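 further: potency means the concentration at half of the fitted maximal effect; plate controls were vehicle for no effect and positive control for full effect; nearly all actives have a fitted effect of over 50% in size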
PI5P4Ka inh: PI5P4K alpha (human) kinase inhibition. AID 652105. PI5P4Kalpha enzyme, ADP-Glo luminescence, 60 min; active compounds read low. max response, %. 1.2% of 330,000 active; active means max response of -50% or lower; inconclusive means between -30% and -50%; inactive means -30% or higher; further: value at the top dose of about 77 µM; on the % scale 0 is the no-effect control and ±100 the full control effect
Target sequence (P48426 whole entry, looked up): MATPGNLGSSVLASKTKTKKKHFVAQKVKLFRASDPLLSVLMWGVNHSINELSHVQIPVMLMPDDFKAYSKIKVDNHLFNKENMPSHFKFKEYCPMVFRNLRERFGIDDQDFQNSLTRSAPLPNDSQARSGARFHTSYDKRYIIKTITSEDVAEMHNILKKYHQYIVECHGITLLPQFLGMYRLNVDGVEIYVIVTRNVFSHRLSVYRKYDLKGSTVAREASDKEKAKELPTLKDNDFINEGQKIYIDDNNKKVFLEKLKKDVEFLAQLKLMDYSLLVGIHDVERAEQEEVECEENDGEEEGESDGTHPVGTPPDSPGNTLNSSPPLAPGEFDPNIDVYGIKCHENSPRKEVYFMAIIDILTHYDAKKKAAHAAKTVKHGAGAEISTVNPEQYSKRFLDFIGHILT
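Controls without substrate or without enzyme flank wells where PI5P4Kalpha converts substrate using 5 microM ATP (final). Incubation lasts 60 minutes at room temperature; ADP formed is read by ADP-Glo luminescence.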
WRN inhibitor: blocks human WRN helicase | Q14191 | WRN helicase unwinding, fluorescent forked duplex, kinetic | Potency, µM (titrated, usually from 114 µM), inactives show at the highest dose activity change, negative = inhibition, hits mostly inhibitors | 0.46% of 360,000 active; further: potency means the concentration at half of the fitted maximal effect; on the % scale 0 is the no-effect control and ±100 the full control effect; nearly all actives have a fitted effect of over 55% in size
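WRN at 20 nM final preincubated with compound 15 min at room temperature; reaction started with 100 nM fluorophore/quencher forked duplex oligonucleotide and 2 mM ATP final. Unwinding followed kinetically by red fluorescence (ex 525, em 598 nm).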
IL2 activator: IL-2 activation | IL-2 activation reporter assay, cell-based qHTS; stimulated with anti-CD3/CD4/CD28 beads; in transgenic mouse T cells | activation, % (series mostly up to about 46 µM) | 0.065% of 360,000 active | AID 652025; in the data active means activation above about 50%; inconclusive means mostly about 30% to 49%; further: 0% is about no effect
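Unstimulated transgenic mouse T cells; 60-min compound exposure; bead-based TCR/CD4/CD28 stimulation; 18 h culture, 37 degrees C; dual fluorescence (EGFP, DsRed) plate cytometry.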
EPAC2 agonist: EPAC2 (human) agonism. EPAC2 activation, biochemical qHTS; response scale: 100% = 6.5 mM cAMP response. 0.079% of 360,000 active. Potency, µM (top dose mostly 154 µM), for inactives: at the top dose activation, actives largely listed as activators. Q8WZA2. AID 720711; further: potency means the concentration at half of the fitted maximal effect; nearly all actives have a fitted effect of over 50% in size
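Fluorescence exchange assay: 100 nM EPAC2 with 250 nM RAP1B-BODIPY-GDP and 50 uM GDP; compounds tested as a concentration-titration series (qHTS). Loss of Rap1-bound BODIPY-GDP fluorescence read at 480/540 nm; data normalized to 6.5 mM cAMP.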
CCT modulator: modulators of cytosolic chaperonin (CCT/TRiC) activity | purified chaperonin ATPase assay, HTRF ADP detection, 30 min | activity change, % (concentration not given with the values), hits read low | 0.3% of 360,000 active | AID 651819; in the data active means activity change below about -30%; further: on the % scale 0 is the no-effect control and ±100 the full control effect
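First, chaperonin was dispensed at 40 nM or 20 nM final depending on batch activity. Next, compounds were pinned at 76 uM and ATP added at 10 uM. After 30 min at 37 °C, ADP detection reagents ran 30 min at ambient temperature.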
PLK1 PBD inh: blocks phosphopeptide binding to human PLK1 polo-box domain | 2.8% of 360,000 active | P53350 | Potency, µM, without a hit: max response, negative = inhibition, most hits filed as inhibitors | Plk1 PBD binding of FITC phosphopeptide, fluorescence polarization; further: potency means the concentration at half of the fitted maximal effect; series mostly up to about 57 µM; on the % scale 0 is the no-effect control and ±100 the full control effect; nearly all actives have a fitted effect of over 65% in size
Target sequence (P53350 whole entry, looked up, the tested form may be a part): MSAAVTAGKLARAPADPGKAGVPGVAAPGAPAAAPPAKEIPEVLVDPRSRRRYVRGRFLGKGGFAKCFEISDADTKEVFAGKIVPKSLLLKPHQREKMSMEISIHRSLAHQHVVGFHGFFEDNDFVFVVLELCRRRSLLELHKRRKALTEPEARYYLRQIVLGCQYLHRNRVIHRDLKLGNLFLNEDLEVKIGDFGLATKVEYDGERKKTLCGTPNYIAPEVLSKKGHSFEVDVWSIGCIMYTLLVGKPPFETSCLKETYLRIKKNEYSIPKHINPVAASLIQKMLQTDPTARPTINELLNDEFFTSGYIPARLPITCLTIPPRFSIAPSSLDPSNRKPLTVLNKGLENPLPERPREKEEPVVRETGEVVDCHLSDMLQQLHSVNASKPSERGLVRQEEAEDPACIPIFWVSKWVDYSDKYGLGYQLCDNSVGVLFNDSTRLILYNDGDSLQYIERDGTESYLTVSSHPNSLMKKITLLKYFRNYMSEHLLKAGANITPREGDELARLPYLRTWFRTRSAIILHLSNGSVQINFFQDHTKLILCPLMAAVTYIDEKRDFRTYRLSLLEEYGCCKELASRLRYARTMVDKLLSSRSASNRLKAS
* = called active by the depositor; u = inconclusive; x = not tested or not shown; [ ] = another dose, or the depositor's remark. Unless noted, the call rests on the fitted dose curve; in most records, active means well fitted curve in the direction sought with a large enough effect; inconclusive means small, poorly fitted or top-dose-only effect, or another doubt; inactive means no such curve, though single readings can be large; an effect the other way counts as inactive or inconclusive. An excerpt, so the mix of outcomes need not match the whole.

Each structure is followed by: EPAC1 ag	EPAC1 antagonist	PI5P4Ka inh	WRN inhibitor	IL2 activator	EPAC2 agonist	CCT modulator	PLK1 PBD inh
> CCN(CC)C(=O)C1=C(C)N(CCCN2CCCC2=O)C(=O)C(CC(=O)NC(c2ccccc2)c2ccccc2)C1 (centres undefined)
  3%	-2%	-1	1%	-3.7	6%	-1.2	4%
> O=C(CSc1nccc(=O)[nH]1)Nc1ccc2c(c1)OCCO2
  4%	u	-5	0%	0.6	13%	-5.8	-25%
> COc1ccc(NC(=O)Cn2c(=O)n(-c3ccc(OC)cc3OC)c(=O)c3c(C)c(C)sc32)cc1
  7%	-9%	1	10%	1.1	-3%	-0.3	-1%
> COC(=O)c1cccc(NS(=O)(=O)c2cccs2)c1C
  -1%	-7%	-2	2%	-2.0	11%	-1.8	-1%
> CC(=O)NC1C(Oc2ccccc2C)OC(CO)C(O)C1O (centres undefined)
  8%	3%	2	-6%	-3.9	11%	-0.4	4%
> CCCc1cc(=O)oc2cc(OCC(=O)NCCc3c[nH]c4ccccc34)ccc12
  -24%	7%	7	5%	-0.3	-10%	1.6	5%
> COC(=O)c1ccc(CSc2ncnc3c2nnn3-c2ccc(F)cc2)o1
  3%	24%	5	-9%	0.9	-2%	-0.1	-4%
> CCc1nc2c(OCCC3CCCCC3)cccn2c1N(C)C(=O)c1ccccc1F
  -4%	-9%	-27	-2%	-0.8	6%	0.5	-14%
> COCCNC(=O)Cn1nc(-c2ccccc2F)ccc1=O
  -2%	-5%	2	-7%	-0.1	4%	-2.7	-12%
> CNc1[nH]ncc1[N+](=O)[O-]
  -11%	-11%	4	16%	-1.8	-1%	1.3	-11%
> CCOc1ccc(OCCCC(=O)N(C)CC(=O)Nc2ccc(N3CCOCC3)cc2)cc1
  1%	2%	1	-6%	-0.2	7%	-1.9	-2%
> CCCCN1C[C@H](CO)Oc2cccc(F)c2S1(=O)=O
  -1%	-7%	5	3%	-0.3	6%	-0.3	-8%
> COCCOC(=O)c1[nH]c2c(c1C)C(=O)CC(c1ccco1)C2 (centres undefined)
  -3%	-28%	-55*	u	-2.9	6%	-0.3	u
> O=C(Cc1ccccc1)N/N=C/c1ccc(Cl)cc1Cl
  12%	0%	x	-4%	3.0	-10%	0.1	-8%
> O=C(CN1C(=O)/C(=C/c2ccccc2)SC1=S)Nc1cccnc1
  -17%	-2%	3	-4%	0.1	0%	0.2	-13%
> CCOc1cc(N2CCOCC2)c(OCC)cc1NC(=O)CN1C(=O)NC(CC)(c2ccc(F)cc2)C1=O (centres undefined)
  1%	-1%	2	0%	0.3	4%	-3.6	-4%
> COc1ccc(-n2c(COc3ccccc3)nnc2SCC(N)=O)cc1
  8%	7%	0	13%	-3.5	-10%	-1.2	-6%
> CCOC(=O)C1C(c2ccc(O)c(OCC)c2)NC(=S)NC1(O)C(F)(F)F (centres undefined)
  -4%	-2%	0	6%[57.1 µM]	-2.3	-1%	-0.7	-4%
> COCCNc1nnc(SCC(=O)N(C)c2c(N)n(Cc3ccccc3)c(=O)[nH]c2=O)s1
  1%	16%	-6	10%	0.8	0%	-1.5	-1%
> CCCCN1C(=O)C(CC(=O)NCC2CCCCC2)CC(C(=O)N2CCOCC2)=C1C (centres undefined)
  -10%	19%	-3	10%	-2.1	-6%	1.5	4%
> O=c1[nH]c(/C=C/c2ccccn2)nc2ccccc12
  -9%	-6%	u	7%	0.5	0%	0.6	-7%
> Cc1cc(C)n(-c2cc(N3CCN(S(=O)(=O)c4ccc5ccccc5c4)CC3)ccc2[N+](=O)[O-])n1
  12%	6%	11	0%	0.1	29%	-3.9	0%
> COc1cc(/C=N/N2CCN(c3ccc(Cl)cc3)CC2)cc(OC)c1OC(C)=O
  -4%	-16%	3	-1%	-0.4	8%	-1.0	-4%
> CCOC(=O)c1cnc2c(c(C)nn2C)c1Oc1cc(Cl)cc(Cl)c1
  -2%	-1%	23	1%	-5.8	4%	-4.1	7%
> CCS(=O)(=O)Nc1cccc(-c2nc3cccnc3s2)c1
  -9%	10%	-2	-1%	0.4	0%	1.3	-9%
> Cc1ccc2nc(SCC(=O)NCC3CCCO3)c(C#N)cc2c1 (centres undefined)
  2%	-9%	1	-1%	0.1	12%	-2.4	-7%
> Cn1c2c(c3ccccc31)CC/C2=N\O
  0%	-16%	13	-4%	0.6	-2%	0.6	0%
> Cc1cccc(-n2c(Cc3cc(=O)[nH]c(=O)[nH]3)nnc2SCC(=O)NCC2CCCO2)c1 (centres undefined)
  -2%	-4%	-3	2%	-1.8	-2%	-0.8	-1%
> COc1ccccc1OCC(=O)NN=C(Cc1ccccc1)Cc1ccccc1
  8%	-9%	-7	3%	-0.1	-5%	-0.2	-21%
> C[C@H](CO)N1C[C@H](C)[C@H](CN(C)C(=O)Nc2cccc(F)c2)Oc2cc(C#CC3(O)CCCC3)ccc2S1(=O)=O
  -4%	11%	1	0%	0.2	4%	-0.9	0%

Record cards, from the list above. Screens in order: EPAC1 ag	EPAC1 antagonist	PI5P4Ka inh	WRN inhibitor	IL2 activator	EPAC2 agonist	CCT modulator	PLK1 PBD inh
COc1ccccc1OCC(=O)NN=C(Cc1ccccc1)Cc1ccccc1 in the list: 8%	-9%	-7	3%	-0.1	-5%	-0.2	-21%
C[C@H](CO)N1C[C@H](C)[C@H](CN(C)C(=O)Nc2cccc(F)c2)Oc2cc(C#CC3(O)CCCC3)ccc2S1(=O)=O in the list: -4%	11%	1	0%	0.2	4%	-0.9	0%

Going on with the list.
Each structure is followed by: EPAC1 ag	EPAC1 antagonist	PI5P4Ka inh	WRN inhibitor	IL2 activator	EPAC2 agonist	CCT modulator	PLK1 PBD inh
> Cc1ccc(NC2=NC(c3ccc(F)cc3)n3c(nc(C)cc3=O)N2)cc1 (centres undefined)
  8%	8%	-1	-1%	2.5	-4%	1.6	-3%
> Cc1ccc(CN(CC(=O)N/N=C/c2ccccc2[N+](=O)[O-])S(=O)(=O)c2ccc(C)cc2)cc1
  6%	-7%	0	-7%	-0.3	10%	-1.6	-4%
> O=C(Nc1cccnc1)c1ccc(COc2ccccc2Br)cc1
  -6%	3%	0	-1%	-0.3	5%	1.2	-8%
> COC(=O)c1ccc(C)c(NC(=O)Cn2cnc3ccccc3c2=O)c1
  -2%	7%	x	0%	-1.0	5%	-1.0	2%
> Cc1ccc(OCC(=O)Oc2ccc(C(C)C)cc2)cc1
  0%	-11%	19	-5%	1.0	13%	1.1	3%
> O=C(CSc1nnc(C2CC2)n1Cc1ccccc1)N1CCNC1=O
  -4%	3%	-6	1%	-0.1	-1%	0.0	3%
> FC(F)(F)c1ccc(/C=N/n2c(C3CCCCC3)n[nH]c2=S)cc1
  -22%	-16%	4	-3%	0.3	-17%	0.5	u
> O=C(CCc1ccccc1)NC(=S)Nc1ccccc1Br
  -5%	-5%	17	-9%	0.4	11%	-1.4	1%
> CCN(CC)c1ccc(C2=NNC(=O)CC2C)cc1[N+](=O)[O-] (centres undefined)
  2%	-6%	x	0%	-1.5	4%	-2.5	-14%
> CCc1c(C)sc(NC(=O)c2cc(-c3cc(OC)ccc3OC)on2)c1C#N
  0%	-1%	x	-1%	-0.4	-7%	-0.8	-2%
> O=C(O)c1ccc(CS(=O)(=O)c2c(Cl)cccc2Cl)o1
  13%	7%	2	-3%	-2.3	2%	-0.3	-7%
> CCOC(=O)C1=C(COC(=O)c2cc(OC)c(OC)c(OC)c2)NC(=O)NC1C (centres undefined)
  3%	-5%	-22	1%	-0.2	8%	-1.4	-5%
> CCOC(=O)C1CCCN(C(=O)CCC(=O)Nc2ccc3nc(N4CCOCC4)cc(C)c3c2)C1 (centres undefined)
  -3%	3%	0	-2%	-0.4	-6%	-2.2	2%
> CC(C)=CC(=O)N1CCCc2ccccc21
  5%	4%	x	-2%	-2.8	3%	-2.3	-4%
> O=C(O)CCS(=O)(=O)Cc1ccccc1F
  -7%	19%	x	6%	-2.0	7%	1.3	0%
> CC(NC(=O)CNC(=S)N(Cc1cccs1)C1CCCC1)c1ccccc1 (centres undefined)
  3%	1%	-5	-7%	-2.4	11%	-0.2	-14%
> Cc1cc(F)ccc1S(=O)(=O)N1CCCOC1CNC(=O)C(=O)NCc1ccncc1 (centres undefined)
  -9%	-9%	0	9%	0.3	0%	2.6	3%
> CSCCC(NC(=O)c1ccco1)C(=O)NCC(c1ccccc1)N(C)C (centres undefined)
  4%	15%	2	-4%	0.4	-1%	1.6	-1%
> CSc1nc(/C=C2\C=Nc3ccccc32)c(O)n1C
  -6%	14%	2	-25%	-0.8	7%	1.9	-9%
> CC(C)Nc1nc(-c2cccnc2)nc(-c2ccc(Cl)cc2)c1C#N
  12%	-16%	0	-8%	-0.7	16%	-0.1	-5%
> CC(C(=O)OCC(=O)c1ccccc1)N1C(=O)C2C3CCC(C3)C2C1=O (centres undefined)
  -7%	3%	4	-12%	-1.8	-1%	0.1	-9%
> CCc1c(C)nc(SCC(=O)N2CCCCC2)[nH]c1=O
  -1%	11%	8	6%	-0.1	-5%	3.3	2%
> O=C(c1cc(C2CC2)nn1-c1ccccc1)N1CCN(Cc2c(F)cccc2Cl)CC1
  -6%	12%	-13	-4%	-0.7	15%	-2.8	-2%
> O=C(CNC(=O)c1ccc(Cl)cc1)NC1CCCCC1
  -1%	8%	2	7%	-4.4	6%	1.2	-2%
> CCC(=O)N1CCC1(C)C(=O)Nc1cc(-c2ccccc2)nn1C (centres undefined)
  -4%	-6%	1	-5%	1.0	11%	-1.8	-2%
> CC(C)OC(=O)c1nnn(-c2nonc2N)c1CSc1ccccn1
  11%	-7%	6	-9%	0.3	7%	-4.0	-23%
> CN(C)S(=O)(=O)c1cccc(NC(=O)COC(=O)COc2ccc(Br)cc2)c1
  7%	-4%	1	-1%	-2.8	10%	2.1	27µM*
> COc1ccc(C2=NS(=O)(=O)N(C)C(C(=O)Nc3ccc(OC)c(OC)c3)=C2)cc1
  9%	5%	-6	1%	-1.1	8%	1.7	-23%
> Cc1cccc(N(C(=O)c2snc(C(N)=O)c2N)C(C)C(=O)NCC2CCCO2)c1 (centres undefined)
  -2%	-31%	4	20%	-2.4	2%	-1.0	-8%
> Cc1c(C(=O)N2CCN(C3CCS(=O)(=O)C3)CC2)oc2c(F)cccc12 (centres undefined)
  -12%	-7%	u	-4%[11.6 µM]	2.5	8%	0.5	-6%
> CC(C)NS(=O)(=O)c1ccc2c(c1)oc(=O)n2C
  -7%	-19%	2	-6%	-3.1	10%	-1.5	-17%
> O=C1c2ccccc2-c2c1cccc2C(=O)N1CCCCC1
  -12%	8%	4	-1%	0.9	5%	-2.8	0%
